# NADH enzymes: inhibitors of PK/LDH coupling enzymes, profiling panel, artefact control, biochemical, MLSMR library; IC50, µM (top dose mostly 10 µM), for the others: at the top dose inhibition; 65,000 tested, 0.02% active; coupled PK/LDH NADH assays, four targets;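 active means single-dose screening hits from any of four coupled enzyme assays that gave an IC50 when retested across doses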;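 further: the DPM-DC format reads NADH fluorescence rather than 340 nm absorbance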
# MMP-13 inhibitor: human MMP13 inhibitors, primary screen, biochemical, FRET peptide cleavage; AID 570, 2006; inhibition, % at 4 µM; MMP-13 fTHP FRET cleavage, Mca fluorescence; Collagenase 3 (Homo sapiens), P45452; 65,000 tested, 0.07% active;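 active means inhibition above the mean of compound-free control plate wells plus 3 SD, cut at about 14% in these data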;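 further: 0% = DMSO wells and 100% = wells with reference MMP-13 inhibitor after basal subtraction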
# 5HT1a antag: human 5-HT1a receptor antagonists, primary screen, cell-based, CHO, Ga15 NFAT-bla reporter | CHO 5-HT1a Ga15 NFAT-bla reporter, antagonist mode | 5-hydroxytryptamine receptor 1A (Homo sapiens), P08908 | 62,000 tested, 0.68% active | inhibition, % at 10 µM;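 active means inhibition above the mean of all tested compounds plus 3 SD, cut at about 43% in these data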;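 further: receptor stimulated by 5-CT agonist at 100 nM near EC80; beta-lactamase reporter measured by ratiometric fluorescence of a cleavable substrate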
# Ecoli tolC: growth inhibitors of E. coli tolC mutant, primary screen, strain BW25113 ΔtolC::kan, 384-well. growth inhibition, % at 10 µM (by protocol). OD615. 65,000 tested, 2.2% active;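 active means growth inhibition at or above a cutoff equal to the mean over every tested compound plus 3 SD, cut at about 60% in these data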;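 further: growth measured after 20 h incubation at 37 °C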
#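 Test system: E. coli BW25113 ΔtolC::kan bacteria | Medium: Kanamycin-containing LB broth (50 µg/mL) | Dosing: One dose of 10 µM final | Times: 20 h incubation with compound, 37 °C | Detection: Optical density read at 615 nm | Read-out basis: Percent growth inhibition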
# SF1 activator: activators of human SF-1, primary screen, cell-based, CHO-K1, Gal4-SF-1 LBD, luciferase luminescence. activation, % at 10 µM. Steroidogenic factor 1 (Homo sapiens), Q13285. AID 522, 2006. CHO-K1 Gal4-SF-1 LBD luciferase reporter; % increase over DMSO SF-1-specific signal. 65,000 tested, 1.9% active;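 active means activation above the mean activation of all tested compounds plus 3 SD, cut at about 50% in these data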
# Target sequence (Q13285 whole entry, looked up, the tested form may be a part): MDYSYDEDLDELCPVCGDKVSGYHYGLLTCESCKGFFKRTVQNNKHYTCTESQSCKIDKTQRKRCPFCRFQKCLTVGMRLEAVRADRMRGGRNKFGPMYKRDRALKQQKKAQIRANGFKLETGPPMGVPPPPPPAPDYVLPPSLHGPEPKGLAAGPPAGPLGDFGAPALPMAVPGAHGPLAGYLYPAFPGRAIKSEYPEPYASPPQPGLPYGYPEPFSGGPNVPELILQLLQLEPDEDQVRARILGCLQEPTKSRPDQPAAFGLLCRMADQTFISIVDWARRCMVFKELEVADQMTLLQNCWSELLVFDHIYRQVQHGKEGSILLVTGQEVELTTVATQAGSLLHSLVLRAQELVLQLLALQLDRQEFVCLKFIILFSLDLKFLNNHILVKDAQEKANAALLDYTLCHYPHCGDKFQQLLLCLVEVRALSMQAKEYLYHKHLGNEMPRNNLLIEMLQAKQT
#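 Material: Transient Gal4-SF-1 LBD reporter, CHO-K1 | Input: 4,000 cells/well | Dosing: One dose, 10 µM compound, 1% DMSO | Incubation: 20 h compound treatment, 37 °C | Detection: SteadyLite luciferase luminescence | Evaluation: Percent activation relative to DMSO median and mock-transfected background | Benchmarks: DMSO-treated SF-1-transfected cells as negative, DMSO-treated mock-transfected cells lacking SF-1 as background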
# HTR1E agonist: 5-HT1E receptor agonists, primary screen, cell-based, HTS; 5-hydroxytryptamine receptor 1E (Homo sapiens), P28566; 65,000 tested, 0.69% active; CHO 5-HT1E Ga15 NFAT-bla reporter, FRET; 0% DMSO wells, 100% control agonist wells; activation, % at 6 µM;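 active means activation above a set limit, the screen-wide mean activation plus 3 SD, cut at about 8.5% in these data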;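 further: 100% = positive control agonist at 1 µM giving full maximal response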
# Target sequence (P28566 whole entry, looked up): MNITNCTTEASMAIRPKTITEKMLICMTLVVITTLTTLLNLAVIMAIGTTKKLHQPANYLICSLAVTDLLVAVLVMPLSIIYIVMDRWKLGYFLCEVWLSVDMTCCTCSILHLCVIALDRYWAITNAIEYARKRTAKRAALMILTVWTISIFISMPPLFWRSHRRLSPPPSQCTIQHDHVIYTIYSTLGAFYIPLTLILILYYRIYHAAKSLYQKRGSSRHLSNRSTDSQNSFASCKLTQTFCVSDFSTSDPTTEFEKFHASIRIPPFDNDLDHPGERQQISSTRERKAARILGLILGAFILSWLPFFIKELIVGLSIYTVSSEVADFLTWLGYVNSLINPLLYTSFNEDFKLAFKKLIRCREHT
# 5HT1a ag: human 5-HT1a receptor agonists, primary screen, cell-based, CHO, Ga15 NFAT-bla reporter | CHO 5-HT1a Ga15 NFAT-bla reporter, FRET ratio; 0% basal, 100% maximal reference agonist | activation, % at 10 µM | 65,000 tested, 0.56% active;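 active means activation above the screen-wide mean activation plus 3 SD, cut at about 19% in these data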;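 further: 0% = DMSO wells and 100% = 5-CT at EC100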
# RORA act: activators of orphan receptor RORA, primary screen, cell-based, luminescence | Nuclear receptor ROR-alpha (Homo sapiens), P35398 | CHO-K1 Gal4-RORA LBD luciferase reporter; percent increase over mock-subtracted basal signal | activation, % at 10 µM | 65,000 tested, 1.5% active;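 active means activation above the mean of all tested compounds plus 3 SD, cut at about 49% in these data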;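 further: 0% = DMSO-treated RORA cells and 100% = added signal equal to DMSO minus mock-transfected cells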
# HTR1E antagonist: 5-HT1E receptor antagonists, primary screen, cell-based, HTS; 5-hydroxytryptamine receptor 1E (Homo sapiens), P28566; CHO 5-HT1E Ga15 NFAT-bla reporter, FRET, antagonist; inhibition, % at 6 µM; 65,000 tested, 0.99% active;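 active means inhibition above a set limit, the mean inhibition across every tested compound plus 3 SD, cut at about 29% in these data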;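 further: signal is the 460 over 535 nm emission ratio of beta-lactamase substrate; 0% = agonist plus DMSO wells and 100% = wells without agonist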
# The depositor's hits bear a star; nt = not tested or not shown; [ ] = dose if it differs, or a comment. Hits appear at their usual frequency; 7.2% or so of the library scored in one or more.
SMILES,NADH enzymes,MMP-13 inhibitor,5HT1a antag,Ecoli tolC,SF1 activator,HTR1E agonist,5HT1a ag,RORA act,HTR1E antagonist
CCOC(=O)C(NC(=O)CC)(Nc1ccc(S(=O)(=O)Nc2onc(C)c2C)cc1)C(F)(F)F (centres undefined),2%,0,-10,-17,8,0.5,-0.3,-11,-8
CCCOC(=O)Cc1c(O)c2ccccc2[nH]c1=O,8%,-20,-13,-13,0,0.5,-2.7,-2,-1
Cc1ccc2nc(NCc3ccccc3)[nH]c2c1,2%,-5,nt,14,68*,0.7,0.4,37,8
C=CCNc1nnc(SC2CC(=O)N(c3ccc(OC)cc3)C2=O)s1 (centres undefined),2%,-2,nt,-1,5,0.0,-0.7,16,-10
CCOC(=O)Cn1c(=O)oc2cc(S(=O)(=O)N(C)Cc3ccco3)ccc21,3%,2,-6,-11,7,-0.2,-3.4,23,8
CN(C)S(=O)(=O)c1ccc(S(=O)(=O)N(CC(=O)Nc2ccccc2)CC2CCCO2)cc1 (centres undefined),9%,5,4,-20,-19,0.0,-1.0,-11,1
CCC1(C)Cc2ccccc2-c2nc(NCCO)n(-c3ccccc3)c(=O)c21 (centres undefined),7%[fluoresces],-330[fluorescence artefact?],nt,0,9,-0.3,-0.2,-10,10
Cn1c(Cn2c(=O)sc3ccccc32)nnc1SCc1ccccc1F,2%,-3,7,2,4,0.1,-3.9,-12,4
O=C(NCc1ccccc1)NC1CC2CCC(C1)N2Cc1ccco1 (centres undefined),4%,1,1,-23,-2,-1.5,-1.8,-5,1
Cc1ccc(-n2c(C)cc(C3N=C(N)Nc4nc5ccccc5n43)c2C)c(C)c1 (centres undefined),3%,-3,4,100*,8,0.3,1.9,-3,8
O=C(CCCN1C(=O)c2ccccc2C1=O)Nc1nncs1,3%,-3,-7,-10,-2,1.6,-2.5,7,-6
CCn1c(SCC(=O)N2CCCC2)nc2ccccc2c1=O,7%,0,-3,-7,5,0.1,3.7,-8,-5
COc1ccc(N2C3=[N+](CC2(C)O)c2ccccc2CC3)cc1 (centres undefined),9%,-6,4,-9,-4,-0.6,-0.3,-2,3
O=C(CN1CCN(Cc2ccc3c(c2)OCO3)CC1)N1CCc2[nH]c3ccccc3c2C1,3%,-4,4,14,0,0.1,-0.9,-17,-1
N#CC1=C(N)Oc2n[nH]c(-c3cccs3)c2C1c1cccs1 (centres undefined),3%,3,22,-3,9,-0.7,-1.7,-13,-4
O=C(O)c1cc(N2C(=O)C3C4C=CC(C4)C3C2=O)ccc1NCc1cccnc1 (centres undefined),9%,-10,1,-2,-5,-0.5,0.5,-1,2
CN1CCC(OC(=O)COc2ccc(C(C)(C)C)cc2)CC1,1%,5,-3,-17,-3,1.0,-3.7,-10,0
Cc1ccc(-c2nn3c(-c4ccco4)nnc3c3ccccc23)cc1S(=O)(=O)N1CCOCC1,0%,-4,3,4,-13,-0.7,3.2,-8,-9
CCCCn1c(CNC(=O)CC)nc2ccccc21,3%,-8,2,0,-7,0.7,-1.5,10,-9
CN(C1CCS(=O)(=O)C1)S(=O)(=O)c1ccc(N2CCCC2=O)cc1 (centres undefined),4%,-2,-14,-15,7,1.1,-1.4,-2,-3

# Entries of single compounds, looked up by structure. Order of values: NADH enzymes	MMP-13 inhibitor	5HT1a antag	Ecoli tolC	SF1 activator	HTR1E agonist	5HT1a ag	RORA act	HTR1E antagonist
# Entry for O=C(NCc1ccccc1)NC1CC2CCC(C1)N2Cc1ccco1 (centres undefined) → 4%	1	1	-23	-2	-1.5	-1.8	-5	1
# Entry for CCCCn1c(CNC(=O)CC)nc2ccccc21 → 3%	-8	2	0	-7	0.7	-1.5	10	-9
# Entry for O=C(O)c1cc(N2C(=O)C3C4C=CC(C4)C3C2=O)ccc1NCc1cccnc1 (centres undefined) → 9%	-10	1	-2	-5	-0.5	0.5	-1	2
# Entry for N#CC1=C(N)Oc2n[nH]c(-c3cccs3)c2C1c1cccs1 (centres undefined) → 3%	3	22	-3	9	-0.7	-1.7	-13	-4
# Entry for CN(C1CCS(=O)(=O)C1)S(=O)(=O)c1ccc(N2CCCC2=O)cc1 (centres undefined) → 4%	-2	-14	-15	7	1.1	-1.4	-2	-3

# Next records
SMILES,NADH enzymes,MMP-13 inhibitor,5HT1a antag,Ecoli tolC,SF1 activator,HTR1E agonist,5HT1a ag,RORA act,HTR1E antagonist
O=C(C1CCC1)N1CCc2cc(S(=O)(=O)NCc3ccco3)ccc21,5%,-5,13,-12,10,-0.1,-4.4,19,5
O=C1CC(N2CCN(c3ccccc3F)CC2)C(=O)N1c1ccc2c(c1)OCCO2 (centres undefined),8%,-8,-4,0,0,-0.5,-2.0,7,6
Cc1oc(-c2ccccc2F)nc1CS(=O)CC(=O)NCc1cccs1 (centres undefined),2%,-1,7,5,-5,-0.1,-1.2,-2,-2
CC(C)N(C(=O)CSc1nnc(-c2cc3ccccc3cc2O)n1Cc1ccco1)C(C)C,4%,0,-5,25,-12,0.1,-1.5,-8,-21
Cc1cccc(OCc2nnc(SCC(=O)c3ccccc3)o2)c1,7%,2,-12,34,9,0.8,-1.1,2,-18
CN(C)CC(C)(C)CNC(=O)C1CCN(Cc2ccccc2O)CC1,7%,5,1,10,13,0.7,-3.2,-6,-2
O=C(NCC(c1cccnc1)N1CCN(c2ccccc2F)CC1)OCc1ccccc1 (centres undefined),5%,0,5,10,-6,0.5,1.0,-11,-8
O=C1C(=O)N(Cc2ccco2)C(c2cccc(Cl)c2)/C1=C(\O)c1ccc2c(c1)OCCO2 (centres undefined),4%,-2,-3,70*,-6,0.3,-0.9,-6,-5
CCN(CC)c1ccc(-n2cc3c(=O)n(C)c(=O)n(C)c3c2)cc1,7%[fluoresces],-88[fluorescence artefact?],-6,29,56*,1.1,0.8,6,8
CCOC(=O)N1CCN(C(c2ccc(Cl)cc2)c2sc3nc(C)nn3c2O)CC1 (centres undefined),2%,2,3,6,-8,-0.6,-1.6,3,3
CN1/C(=C\C(=O)COC(=O)C2COc3ccccc3O2)C(C)(C)c2ccccc21 (centres undefined),4%,-6,4,-1,6,0.7,-0.1,-19,7
CCN1CCN(C(=O)C2CCN(Cc3nc(-c4ccc(Cl)cc4)oc3C)CC2)CC1,3%,4,4,-10,18,0.3,8.0,21,1
CC(=O)Nc1c(OC(C)=O)ccc2c(C)cc(=O)oc12,8%[fluoresces],-148[fluorescence artefact?],-17,-31,0,0.1,-0.3,4,-4
COc1cccc(-c2ccc(-c3noc(-c4ccccc4F)n3)c(OC)n2)c1,0%[fluoresces],-3,0,-4,-11,-0.5,-2.9,14,9
COc1ccc(-c2nc(C#N)c(N3CC(C)OC(C)C3)o2)cc1OC (centres undefined),4%[fluoresces],-130[fluorescence artefact?],15,-8,4,-0.4,0.1,-11,0
O=C(NCc1ccco1)C(c1ccco1)N(CCc1ccccc1)C(=O)Cn1nnc2ccccc21 (centres undefined),5%,2,38,21,19,-0.7,-0.8,-3,-7
COc1ccc(-n2cnnc2SCC(=O)c2cc(C)n(Cc3cccs3)c2C)cc1,5%,2,-5,11,-6,-0.3,-0.3,-11,-7
Cc1ccccc1N(CC(=O)Nc1ccccc1C(=O)O)S(C)(=O)=O,1%,-10,-4,-3,14,-1.4,-0.2,13,8
COc1ccc(-c2nnc(NC(=O)C(C)C)s2)c(OC)c1,17%[fluoresces],-41,-6,-7,25,2.1,0.2,39,2
COc1ccc(CCNS(=O)(=O)c2cn(C)c(=O)n(C)c2=O)cc1OC,4%,4,-11,-12,-8,-0.5,-1.8,-25,9
CCOC(=O)C1CCN(CCC(=O)Nc2cccc(Cl)c2C)CC1,3%,3,2,-14,4,-0.5,1.9,0,-11
Nn1c(SCC(=O)N2CCOCC2)nnc1-c1ccc(Cl)cc1Cl,4%,4,2,-8,-12,-0.3,-0.4,-3,4
COc1cc(C(=O)OCc2cc3ccccc3[nH]c2=O)cc(OC)c1OC,4%,-2,1,-13,3,-0.1,-0.2,11,10
CC(Oc1ccc(Cl)cc1Cl)C(=O)Nc1ncccn1 (centres undefined),2%,-2,1,-2,13,-0.5,-0.7,-11,-2
Cn1c(=O)n(CC(=O)OCc2ccccc2)c(=O)c2c1nc1n2CCCN1C1CCCCC1,2%,-6,4,-7,-15,1.2,1.4,-8,3
CC1CCC/C(=C\Nc2ccc3c(c2)OCO3)C1=O (centres undefined),5%,-3,6,-14,40,0.6,-1.6,32,-3
CCOC(=O)CC(=O)CSc1nc(C)nc2c1oc1ccccc12,7%,-7,-7,-9,-7,0.1,0.2,-20,6
CCOC(=O)c1c(C)[nH]c(C(=O)Cn2nnc(-c3ccc(Cl)cc3)n2)c1C,1%,3,5,-10,-11,1.2,0.3,-27,3
COC(=O)c1ccc(C(=O)OC)c(NC(=O)CCc2ccc(C)o2)c1,6%,-1,9,2,4,0.1,-0.6,-3,-4
O=S(=O)(CCN1CCN(C(c2ccccc2)c2ccccc2)CC1)C(F)(F)F,7%,-6,11,0,-4,-0.6,-0.4,-2,7
CCOC(=O)c1sc2nccc(N(C)C)c2c1N=CN(C)C,8%,-22,9,-3,21,1.1,-1.0,-12,8
Oc1ccc(CNc2ccccc2F)c2cccnc12,3%,0,-18,-3,0,-0.3,-3.1,-20,-2
COc1ccc(-n2c3c(cc(C(=O)NC4CCSC4=O)c2=O)C(=O)CC(C)(C)C3)cc1 (centres undefined),8%,-17,-10,-2,12,0.1,0.0,23,3
CN(C)c1nc(N)nc(CSc2nnnn2-c2cccc3ccccc23)n1,2%,-3,-3,-7,-35,-0.1,0.9,-53,30*

# Screening data deposited in PubChem BioAssay by several laboratories.
